HBB splicing = qHTS Assay for Modulators of Hemoglobin Beta Chain Splicing; HBB splicing reporter cell assay, activation; EGFP reporter with mutant IVS2-654 intron; response scale: normalised to 500 nM splice-correcting PNA; Potency, µM (doses to about 46.1 µM), inactives show at the top dose activation, hits mostly activators; 65,000 compounds, 0.06% hits; note: 0% is about no effect
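Compounds were applied for 2 days to HeLa EGFP-654 cells, 500/well in Optimem with 2% FCS. The reporter's EGFP is disrupted by mis-splicing of beta-globin intron IVS2-654. Readout: summed well GFP fluorescence from 488 nm laser scanning; reference was 500 nM antisense […] 654 PNA.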
HADH2 inh = qHTS Assay for Inhibitors of HADH2 (Hydroxyacyl-Coenzyme A Dehydrogenase, Type II). recombinant HADH2, NADH fluorescence, beta-hydroxybutyryl-CoA. AID 886, 2007. 3-hydroxyacyl-CoA dehydrogenase type-2 (Homo sapiens), Q99714. Potency, µM (highest dose often 57.1 µM), without a hit: at the top dose activity change, negative = inhibition, hits mostly inhibitors. 73,000 compounds, 3.4% hits; note: % is set by controls: 0 for no effect and ±100 for the full control effect; nearly all actives have a fitted effect of over 60% in size; many of its hits are not listed in these tables
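His-tagged recombinant enzyme from E. coli, 20 nM, preincubated 15 min RT with compound; reaction started with 1 mM NAD+ and 90 uM beta-hydroxybutyryl-CoA in 100 mM Tris-HCl pH 9.0. NADH fluorescence (ex 360/em 450) read over 4 min; last-minus-first difference.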
15-hLO inh = qHTS Assay for Inhibitors of 15-hLO (15-human lipoxygenase) | AID 887, 2007 | Polyunsaturated fatty acid lipoxygenase ALOX15 (Homo sapiens), P16050 | Potency, µM (doses to about 57.1 µM), without a hit: at the highest dose activity change, negative = inhibition, hits mostly inhibitors | 74,000 compounds, 1.4% hits | purified 15hLO-1, xylenol orange hydroperoxide absorbance; note: % is set by controls: 0 for no effect and ±100 for the full control effect; nearly all actives have a fitted effect of over 55% in size
Target sequence (P16050 whole entry, looked up): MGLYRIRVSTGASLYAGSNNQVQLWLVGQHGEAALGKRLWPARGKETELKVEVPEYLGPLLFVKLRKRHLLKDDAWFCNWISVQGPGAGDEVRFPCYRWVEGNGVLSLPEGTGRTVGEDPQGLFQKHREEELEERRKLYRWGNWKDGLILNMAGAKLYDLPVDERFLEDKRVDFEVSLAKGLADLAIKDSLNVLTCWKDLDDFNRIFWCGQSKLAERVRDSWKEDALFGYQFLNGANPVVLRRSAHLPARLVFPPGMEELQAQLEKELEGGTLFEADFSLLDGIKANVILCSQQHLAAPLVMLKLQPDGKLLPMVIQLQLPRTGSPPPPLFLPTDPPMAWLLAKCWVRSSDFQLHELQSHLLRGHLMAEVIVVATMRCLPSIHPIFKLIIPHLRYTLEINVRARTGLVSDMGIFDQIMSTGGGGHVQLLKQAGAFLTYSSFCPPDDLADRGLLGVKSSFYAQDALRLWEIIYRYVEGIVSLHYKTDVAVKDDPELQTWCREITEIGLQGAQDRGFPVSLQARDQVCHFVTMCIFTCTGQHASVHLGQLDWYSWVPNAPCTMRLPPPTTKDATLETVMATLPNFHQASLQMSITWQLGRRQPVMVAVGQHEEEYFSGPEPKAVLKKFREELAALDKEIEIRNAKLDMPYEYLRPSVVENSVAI
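Inhibition is scored from a chromogenic endpoint. After 15 min enzyme-compound contact, arachidonic acid (50 uM final) reacts 6 min with 40 nM 15hLO-1 at room temperature, then Fe-XO reagent is added for 30 min and absorbance ratio recorded.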
* = called active by the depositor; ? = inconclusive; nt = no result given; & = joins results of further samples; [ ] = dose if it differs, or a comment. Calls come from the whole dose curve; as a rule, active = well fitted curve in the direction sought with a large enough effect; inconclusive = small, poorly fitted or top-dose-only effect, or another doubt; inactive = no such curve, though single readings can be large; an effect the other way counts as inactive or inconclusive. Potency is the fitted concentration of half-maximal effect. These rows are one share of the data; rates above refer to the full screens.

Values run as follows: HBB splicing, HADH2 inh, 15-hLO inh
1. O=c1cc(-c2ccc(O)cc2)oc2cc(OC3OC(CO)C(O)C(O)[C@H]3O[C@@H]3OC[C@@](O)(CO)C3O)cc(O)c12 (some centres undefined)
    nt, nt, -15%
2. CCOC(=O)C(CCc1ccccc1)NC(C)C(=O)N1Cc2ccccc2CC1C(=O)O (centres undefined)
    nt, nt, 3%
3. C[C@H](CCC(=O)O)[C@H]1CC[C@H]2[C@H]3C(CC[C@]12C)[C@@]1(C)CC[C@@H](O)C[C@H]1C[C@H]3O (some centres undefined)
    nt, nt, -2%[25.6 µM]
4. O=C1c2ccc(O)c(O)c2C(=O)c2c(O)ccc(O)c21
    nt, nt, 0.25µM*
5. CC(=O)C1CCC2C3CC(C)C4=CC(=O)CC[C@@]4(C)C3C(O)C[C@@]12C (some centres undefined)
    nt, nt, 7%
6. CN1CCOC(c2ccccc2)c2ccccc2C1 (centres undefined)
    nt, nt, -6%
7. CC(C(=O)O)c1ccc(C(=O)c2cccs2)cc1 (centres undefined)
    nt, nt, 0%
8. COc1cc(O)c2c(=O)cc(-c3ccc(OC)c(-c4c(O)cc(O)c5c(=O)cc(-c6ccc(O)cc6)oc45)c3)oc2c1
    nt, nt, ?
9. CC(CCC(=O)O)C1CCC2C3C(O)C[C@@H]4CC(O)CC[C@@]4(C)C3CC[C@@]12C (some centres undefined)
    nt, nt, 4%&9%
10. COC(=O)C1=CO[C@@H](O[C@H]2OC(CO)C(O)C(O)C2O)C2C1CC(O)C2C (some centres undefined)
    nt, nt, 0%
11. CC(=O)O[C@@]1(C(C)=O)CCC2C3C=C(Cl)C4=CC(=O)C5CC5[C@@]4(C)C3CC[C@]21C (some centres undefined)
    nt, nt, -6%
12. O=c1cc(-c2ccc(O)cc2)oc2cc(O[C@H]3OC(CO)C(O)C(O)C3O)cc(O)c12 (some centres undefined)
    nt, nt, 5%
13. COc1ccc(C(=O)CC(=O)c2ccc(C(C)(C)C)cc2)cc1
    nt, nt, ?
14. C=CC1=C(C(=O)O)N2C(=O)C(NC(=O)/C(=N\O)c3csc(N)n3)C2SC1 (centres undefined)
    nt, nt, -2%
15. O=C(O)[C@H]1[C@H]2C[C@H]3c4[nH]c5ccccc5c4CCN3C[C@@H]2CC[C@@H]1O
    nt, nt, -17%[25.6 µM]
16. COc1ccc(S(=O)(=O)N2c3ccc(Cl)cc3[C@](O)(c3ccccc3Cl)[C@@H]2C(=O)N2CCC[C@H]2C(N)=O)cc1OC
    -0.6%, 9%, 16µM*
17. C[C@@H](N)C1CCC(C(=O)Nc2ccncc2)CC1 (some centres undefined)
    -0.2%, -10%, ?

Reprinted: nos. 1–3
Values run as follows: HBB splicing, HADH2 inh, 15-hLO inh
1. O=c1cc(-c2ccc(O)cc2)oc2cc(OC3OC(CO)C(O)C(O)[C@H]3O[C@@H]3OC[C@@](O)(CO)C3O)cc(O)c12 (some centres undefined)
    nt, nt, -15%
2. CCOC(=O)C(CCc1ccccc1)NC(C)C(=O)N1Cc2ccccc2CC1C(=O)O (centres undefined)
    nt, nt, 3%
3. C[C@H](CCC(=O)O)[C@H]1CC[C@H]2[C@H]3C(CC[C@]12C)[C@@]1(C)CC[C@@H](O)C[C@H]1C[C@H]3O (some centres undefined)
    nt, nt, -2%[25.6 µM]

Gathered by group, those above containing nitrogen in an aromatic ring (3)
Values run as follows: HBB splicing, HADH2 inh, 15-hLO inh
14. C=CC1=C(C(=O)O)N2C(=O)C(NC(=O)/C(=N\O)c3csc(N)n3)C2SC1 (centres undefined)
    nt, nt, -2%
15. O=C(O)[C@H]1[C@H]2C[C@H]3c4[nH]c5ccccc5c4CCN3C[C@@H]2CC[C@@H]1O
    nt, nt, -17%[25.6 µM]
17. C[C@@H](N)C1CCC(C(=O)Nc2ccncc2)CC1 (some centres undefined)
    -0.2%, -10%, ?

Source: PubChem (National Center for Advancing Translational Sciences (NCATS))
